Screening results: PubChem, National Center for Advancing Translational Sciences (NCATS)
TGFb inhibitor: inhibitors of TGF-b signaling; HepG2 CAGA-GFP TGF-b/SMAD3 reporter, GFP fluorescence, 18 h; TGF-beta stimulated, 500 pg/mL final; Potency, µM (series often up to 46.1 µM), inactives show at the highest dose activity, negative = inhibition, most hits filed as inhibitors; actives 1.2% (n = 410,000); AID 588855; note: potency is the fitted concentration of half-maximal effect; % is set by controls: 0 for no effect and ±100 for the full control effect; nearly all actives have a fitted effect of over 65% in size
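Smad-responsive CAGA-GFP expression was quantified in HEPG2 cells exposed to compounds and 500 pg/mL final TGF-beta for 18 h at 37 degrees C; unstimulated wells defined full inhibition.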
EPAC2 antag: EPAC2 (human) antagonism | AID 720708 | EPAC2 GEF exchange of Rap1B-BODIPY-GDP, fluorescence | Potency, µM (top dose mostly 114 µM), for the others: at the highest dose activity, negative = inhibition, usual class: inhibitors | Q8WZA2 | actives 0.18% (n = 360,000); note: potency is the fitted concentration of half-maximal effect; % is set by controls: 0 for no effect and ±100 for the full control effect; nearly all actives have a fitted effect of over 45% in size; many of its hits are not listed in these tables
Target sequence (Q8WZA2 whole entry, looked up): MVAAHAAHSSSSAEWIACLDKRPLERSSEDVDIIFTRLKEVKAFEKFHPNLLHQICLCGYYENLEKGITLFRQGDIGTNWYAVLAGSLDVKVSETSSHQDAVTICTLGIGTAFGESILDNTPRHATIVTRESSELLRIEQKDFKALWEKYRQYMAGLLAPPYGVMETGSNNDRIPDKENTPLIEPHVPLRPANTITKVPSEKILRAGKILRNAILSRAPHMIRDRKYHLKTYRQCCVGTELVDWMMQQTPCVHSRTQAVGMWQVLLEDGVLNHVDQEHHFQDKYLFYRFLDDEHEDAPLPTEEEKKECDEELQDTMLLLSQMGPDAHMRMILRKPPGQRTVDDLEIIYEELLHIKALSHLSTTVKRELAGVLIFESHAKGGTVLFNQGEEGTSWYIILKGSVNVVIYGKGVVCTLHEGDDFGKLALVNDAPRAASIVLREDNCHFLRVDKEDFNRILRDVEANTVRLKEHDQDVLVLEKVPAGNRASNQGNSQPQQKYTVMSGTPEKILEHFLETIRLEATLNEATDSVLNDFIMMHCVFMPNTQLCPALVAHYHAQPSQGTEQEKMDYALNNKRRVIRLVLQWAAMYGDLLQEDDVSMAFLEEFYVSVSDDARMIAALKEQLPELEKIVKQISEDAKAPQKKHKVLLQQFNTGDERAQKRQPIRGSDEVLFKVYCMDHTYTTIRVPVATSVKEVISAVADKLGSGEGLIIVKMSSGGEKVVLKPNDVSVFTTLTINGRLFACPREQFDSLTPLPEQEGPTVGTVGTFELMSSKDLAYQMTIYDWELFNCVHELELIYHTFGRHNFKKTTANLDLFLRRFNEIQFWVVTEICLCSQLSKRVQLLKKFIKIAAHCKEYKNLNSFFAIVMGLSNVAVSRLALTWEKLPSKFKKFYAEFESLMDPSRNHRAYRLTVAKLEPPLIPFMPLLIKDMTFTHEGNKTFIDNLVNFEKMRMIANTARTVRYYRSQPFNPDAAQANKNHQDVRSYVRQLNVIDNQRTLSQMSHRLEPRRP
Mm-Cpn inhibitor: blocks the Methanococcus maripaludis chaperonin Mm-Cpn | purified Mm-Cpn ATPase, ADP Transcreener TR-FRET | Potency, µM (highest dose often 76.9 µM), for the others: top-dose activity, negative = inhibition, hits mostly inhibitors | actives 0.031% (n = 330,000); note: potency is the fitted concentration of half-maximal effect; % is set by controls: 0 for no effect and ±100 for the full control effect; nearly all actives have a fitted effect of over 80% in size
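Quantitative HTS used 25 nM Mm-CPN and 10 uM ATP in magnesium/KCl Tris buffer, pH 7.4, with 1 mM DTT. Hydrolysis ran 30 min at 37°C; ADP was read by HTRF.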
Nrf2 inh: blocks Nrf2 signaling; A549 ARE-Fluc reporter, luciferase luminescence, 18-24 h; Potency, µM (titrated, usually from 46 µM), for the others: at the highest dose activity change, negative = inhibition, most hits filed as inhibitors; actives 2.1% (n = 360,000); AID 504444; note: potency is the fitted concentration of half-maximal effect; % is set by controls: 0 for no effect and ±100 for the full control effect; nearly all actives have a fitted effect of over 60% in size
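In this cell-based qHTS, ARE-driven firefly luciferase in A549 cells reports Nrf2 activity; the luminescent signal after BugLite lysis is the measured value, with a prior CellTiter-Fluor read for cell health.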
Nrf2 ARE act: Nrf2 pathway activation; Potency, µM (series often up to 46.1 µM), for the others: at the highest dose activation, actives largely listed as activators; AID 624171; AREc32 ARE-luciferase reporter (MCF7-derived line), luminescence, 24 h; actives 0.31% (n = 410,000); note: potency is the fitted concentration of half-maximal effect; % of control where 0% means no effect; nearly all actives have a fitted effect of over 65% in size
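Nrf2 activation is followed as ARE-luciferase induction in the AREc32 line after one day of compound treatment; luminescence is read with Steady-Glo.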
EPAC2 agonist: agonists of human EPAC2 (RAPGEF4) | Q8WZA2 | EPAC2 activation, biochemical qHTS; response scale: 100% = 6.5 mM cAMP response | Potency, µM (titrated, usually from 154 µM), for inactives: at the top dose activation, usual class: activators | actives 0.079% (n = 360,000) | AID 720711; note: potency is the fitted concentration of half-maximal effect; nearly all actives have a fitted effect of over 50% in size
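Each well held 100 nM EPAC2, 250 nM RAP1B-BODIPY-GDP and 50 uM GDP. Fluorescence, read at 5-min intervals to 30 min, was referenced to a 6.5 mM cAMP positive control.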
Akt phos inh: inhibitors of Akt phosphorylation. Neuro2A IGF-stimulated pAkt S473 HTRF, 20 min; active compounds read low. activity change, % for hits at 50 µM. actives 0.32% (n = 360,000). AID 651550; in the data active = activity change below about -80%; inconclusive = mostly about -51% to -80%; note: % is set by controls: 0 for no effect and ±100 for the full control effect
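Neuro2A cells (4,500/well, DMEM with 0.5% FBS) were treated with compound at a single 50 µM final concentration, stimulated with 6 nM IGF for 20 min at 37 °C, and lysed. Phospho-Akt Ser473 was read by HTRF as 665/615 ratio ×10^4.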
CCT modulator: changes cytosolic chaperonin activity. AID 651819. purified chaperonin ATPase assay, HTRF ADP detection, 30 min. activity change, % (test concentration not listed), hits read low. actives 0.3% (n = 360,000); in the data active = activity change below about -30%; note: % is set by controls: 0 for no effect and ±100 for the full control effect
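TRiC at 40 or 20 nM final (batch-dependent) in 30 mM Tris pH 7.4, 100 mM KCl, 5 mM MgCl2, 1 mM DTT, with compound at single 76 uM and 10 uM ATP, 30 min at 37 deg C. ADP detected by HTRF Transcreener, 665/615 ratio.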
A549 tox: counter-screen for Nrf2 inhibitors: cytotoxicity in A549 cells | Potency, µM (series often up to 46 µM), for inactives: at the highest dose activity change, negative = cytotoxicity, most hits filed as inhibitors | AID 504648 | actives 0.16% (n = 390,000) | A549 ARE-Fluc cells, CellTiter-Fluor viability, 18-24 h; note: potency is the fitted concentration of half-maximal effect; % is set by controls: 0 for no effect and ±100 for the full control effect
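A549 ARE-Fluc cells in 5% FBS OPTI-MEM, 5000 cells/well, rested 2 h then exposed to compounds in concentration-response for 18-24 h at 37 °C. Viability by CellTiter-Fluor fluorescence (Ex 405/Em 525) after 30 min; luciferase luminescence (BugLite, 15 min, RT) read afterwards.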
* hit, by the source's call; [ ] = remark or other dose. Unless noted, calls come from the whole dose curve; as a rule, active = well fitted curve in the direction sought with a large enough effect; inconclusive = small, poorly fitted or top-dose-only effect, or another doubt; inactive = no such curve, though single readings can be large; an effect the other way counts as inactive or inconclusive. The list is partial. The share of hits here may be higher or lower than overall.

`Cc1cc2c(=O)n(Cc3ccco3)c(SCC(=O)NCc3ccco3)nc2s1` gave TGFb inhibitor -3%, EPAC2 antag -4%, Mm-Cpn inhibitor -3%, Nrf2 inh 2%, Nrf2 ARE act 0.4%, EPAC2 agonist 7%, CCT modulator -2.9 and A549 tox 9%.
COc1ccc(C(=O)NC(C)CCCC(C)(C)O)cc1OC1CCN(C(C)=O)CC1 (stereo not given) was read as TGFb inhibitor -1%, EPAC2 antag 5%, Mm-Cpn inhibitor -4%, Nrf2 inh 6%, Nrf2 ARE act -0.7%, EPAC2 agonist -1%, Akt phos inh inactive, CCT modulator 1.3 and A549 tox 10%.
Screening Cc1nnc(SCC(=O)Nc2ncc(S(=O)(=O)c3ccc([N+](=O)[O-])cc3)s2)s1 returned TGFb inhibitor 0%, EPAC2 antag -20%, Mm-Cpn inhibitor -2%, Nrf2 inh -13%, Nrf2 ARE act 2.4%[9.22 µM], EPAC2 agonist -4%, Akt phos inh inactive, CCT modulator 0.7 and A549 tox 15%.
For O=C(N/N=C/c1ccc2c(c1)OCO2)c1cccnc1 the results were TGFb inhibitor -5%, EPAC2 antag -7%, Mm-Cpn inhibitor -2%, Nrf2 inh inconclusive, Nrf2 ARE act -0.3%, EPAC2 agonist 8%, Akt phos inh inactive, CCT modulator -1.1 and A549 tox 1%.
COc1cc(C(=O)NC(=S)NNC(=O)[C@H]2C[C@@H]2c2ccccc2)cc(OC)c1OC was read as TGFb inhibitor -19%, EPAC2 antag 2%, Mm-Cpn inhibitor -2%, Nrf2 inh -3%, Nrf2 ARE act -1.2%, EPAC2 agonist 2%, Akt phos inh inactive, CCT modulator -4.0 and A549 tox 6%.
For O=C(CN1CCN(Cc2ccc(F)cc2Cl)S1(=O)=O)Nc1ccc(F)cc1 the results were TGFb inhibitor inconclusive, Nrf2 inh -18%, Nrf2 ARE act 0.9% and A549 tox -1%.
Screening CCOc1ccc(N2C(=O)CC(N3CCN(c4ccccc4OC)CC3)C2=O)cc1 (stereo not given) returned TGFb inhibitor -3%, EPAC2 antag -10%, Mm-Cpn inhibitor -1%, Nrf2 inh -7%, Nrf2 ARE act 0.0%, EPAC2 agonist 4%, Akt phos inh inactive, CCT modulator -0.8 and A549 tox 3%.
Screening CC(OC(=O)CNS(=O)(=O)/C=C/c1ccccc1)C(=O)Nc1ccc(S(=O)(=O)N2CCCC2)cc1 (stereo not given) returned TGFb inhibitor 15%, EPAC2 antag -2%, Mm-Cpn inhibitor 1%, Nrf2 inh 0%, Nrf2 ARE act -0.8%, EPAC2 agonist 6%, Akt phos inh inactive, CCT modulator 1.6 and A549 tox -1%.
For O=C(CC(=O)c1ccccc1)Nc1cccc([N+](=O)[O-])c1 the results were TGFb inhibitor inconclusive, EPAC2 antag -10%, Nrf2 ARE act 13%, EPAC2 agonist -12%, Akt phos inh inactive and CCT modulator 2.0.
Screening S=C(NCc1ccncc1)Nc1ccc(Cl)cc1 returned TGFb inhibitor 9%, EPAC2 antag 20%, Mm-Cpn inhibitor 2%, Nrf2 inh 4%, Nrf2 ARE act -0.1%, EPAC2 agonist 5%, Akt phos inh inactive, CCT modulator -0.6 and A549 tox -2%.
Screening COc1ccc(CNC(=O)c2cc(S(=O)(=O)N3CCCCC3)ccc2Cl)cc1OC returned TGFb inhibitor -27%, EPAC2 antag 2%, Mm-Cpn inhibitor 0%, Nrf2 inh 16µM*, Nrf2 ARE act 2.5%, EPAC2 agonist 12%, Akt phos inh inactive, CCT modulator -2.2 and A549 tox 0%.
`CCN1C(=O)[C@H]2[C@@H](c3ccc(-c4cccc(Cl)c4)c(OC)c3)N3CCCC[C@@]3(C(=O)OC)[C@H]2C1=O` gave TGFb inhibitor inconclusive, EPAC2 antag -5%, Mm-Cpn inhibitor 1%, Nrf2 inh inconclusive, Nrf2 ARE act -2.8%, EPAC2 agonist 2%, Akt phos inh inactive, CCT modulator -0.4 and A549 tox 0%.
Screening Cc1ccc(S(=O)(=O)NC2CC2)cc1[N+](=O)[O-] returned TGFb inhibitor 4%, EPAC2 antag 12%, Mm-Cpn inhibitor -9%, Nrf2 inh -24%, Nrf2 ARE act 0.1%[9.22 µM], EPAC2 agonist 0%, Akt phos inh inactive, CCT modulator -2.2 and A549 tox 2%.
CCN(CC)CCNCc1cc(Cl)ccc1OCc1ccccc1F was read as TGFb inhibitor -1%, EPAC2 antag 20%, Mm-Cpn inhibitor -11%, Nrf2 inh 9%, Nrf2 ARE act 0.9%, EPAC2 agonist 3%, Akt phos inh inactive, CCT modulator 0.3 and A549 tox 1%.
`c1ccc(-c2nnc(-c3ccccn3)nn2)nc1` gave TGFb inhibitor -10%, EPAC2 antag -1%, Nrf2 inh inconclusive, Nrf2 ARE act -0.5%, EPAC2 agonist 3%, Akt phos inh inactive, CCT modulator -0.6 and A549 tox 3%.
Screening COc1ccc(/C=C/C(=O)NC(C)(C)C)cc1S(=O)(=O)N1CCOCC1 returned TGFb inhibitor inconclusive, EPAC2 antag 7%, Mm-Cpn inhibitor 2%, Nrf2 inh 12%, Nrf2 ARE act -0.4%, EPAC2 agonist -3%, Akt phos inh inactive, CCT modulator 1.8 and A549 tox -1%.
For CCOC(=O)C1CCN(c2cc3c(cc2NC(=O)c2ccc(F)cc2)n(C)c(=O)n3C)CC1 the results were TGFb inhibitor -2%, EPAC2 antag -3%, Mm-Cpn inhibitor -11%, Nrf2 inh -6%, Nrf2 ARE act 0.5%, EPAC2 agonist -2%, Akt phos inh inactive, CCT modulator 0.1 and A549 tox 1%.
`COc1ccc(C(=O)OCC(=O)N(C)C2CCS(=O)(=O)C2)cc1Br` (stereo not given) gave TGFb inhibitor -1%, EPAC2 antag -4%, Mm-Cpn inhibitor -1%, Nrf2 inh inconclusive, Nrf2 ARE act -1.2%, EPAC2 agonist 3%, Akt phos inh inactive, CCT modulator 2.0 and A549 tox -10%.
`CC(C)C(=O)NN1c2ccccc2CCc2ccccc21` gave TGFb inhibitor -2%, EPAC2 antag 7%, Mm-Cpn inhibitor -5%, Nrf2 inh -26%, Nrf2 ARE act 0.4%, EPAC2 agonist -3%, Akt phos inh inactive, CCT modulator -1.2 and A549 tox -2%.
COc1cc(C2NC(=O)NC(c3ccccc3)=C2C(C)=O)c(Br)c(Br)c1O (stereo not given) was read as TGFb inhibitor inconclusive, EPAC2 antag -10%, Mm-Cpn inhibitor -2%, Nrf2 inh -9%, Nrf2 ARE act 0.2%, EPAC2 agonist 8%, Akt phos inh inactive, CCT modulator -2.1 and A549 tox 13%.
O=C(CN1CCN(Cc2ccc3c(c2)OCO3)CC1)Nc1ccc2c(c1)OCO2 was read as TGFb inhibitor -1%, EPAC2 antag 4%, Mm-Cpn inhibitor 2%, Nrf2 inh inconclusive, Nrf2 ARE act -0.8%, EPAC2 agonist 2%, Akt phos inh inactive, CCT modulator -0.6 and A549 tox -1%.
Screening O=C(OCc1ccccc1Cl)c1ccc(-n2cnnc2)cc1 returned TGFb inhibitor 3%, EPAC2 antag 2%, Mm-Cpn inhibitor 0%, Nrf2 inh -32%, Nrf2 ARE act -0.6%, EPAC2 agonist -1%, Akt phos inh inactive, CCT modulator -1.4 and A549 tox 6%.
For O=C(NCCN1CCCCCC1)C1CCN(S(=O)(=O)N2CCOCC2)CC1 the results were TGFb inhibitor 9%, EPAC2 antag 23%[57.1 µM], Mm-Cpn inhibitor -1%, Nrf2 inh 14%, Nrf2 ARE act -0.6%, EPAC2 agonist 4%, Akt phos inh inactive, CCT modulator -0.4 and A549 tox 3%.
Screening COc1ccc(Br)cc1/C=C\C(=O)NCc1cccnc1 returned TGFb inhibitor 0%, EPAC2 antag 11%, Mm-Cpn inhibitor -3%, Nrf2 inh 8%, Nrf2 ARE act 2.6%, EPAC2 agonist -4%, Akt phos inh inactive, CCT modulator 3.2 and A549 tox 0%.
Cc1c(Br)c(C(N)=O)nn1C was read as TGFb inhibitor 5%, EPAC2 antag -3%, Mm-Cpn inhibitor 3%, Nrf2 inh -21%, Nrf2 ARE act 0.1%, EPAC2 agonist 3%, Akt phos inh inactive, CCT modulator -3.3 and A549 tox -2%.
Cn1cnc([N+](=O)[O-])c1Nc1ccccc1O was read as TGFb inhibitor 0%, EPAC2 antag 1%, Mm-Cpn inhibitor 1%, Nrf2 ARE act -0.3%, EPAC2 agonist 3%, Akt phos inh inactive, CCT modulator 2.4 and A549 tox -16%.
CN(C)c1nc(-c2ccccc2)nc(-c2ccc(Cl)cc2)c1C#N was read as TGFb inhibitor -2%, EPAC2 antag 2%, Mm-Cpn inhibitor -4%, Nrf2 inh -3%, Nrf2 ARE act 0.4%, EPAC2 agonist 2%, Akt phos inh inactive, CCT modulator -26 and A549 tox -5%.
COC(=O)c1c(C)[nH]c(C(=O)OCC(=O)NCC(C)C)c1C was read as TGFb inhibitor 9%, EPAC2 antag 1%, Mm-Cpn inhibitor 0%, Nrf2 inh inconclusive, Nrf2 ARE act 8.4%, EPAC2 agonist -105%[inhibitor][15.6 µM], CCT modulator 0.5 and A549 tox -4%.
